Screens from PubChem BioAssay.
NPY Y2 blocker: blocks the human neuropeptide Y Y2 receptor; P49146; NPY-Y2 expressing cells, antagonist mode; inhibition, % at 2.7 µM; 0.99% of 140,000 active; in the data active means inhibition above about 17%;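 further: 0% = vehicle with agonist challenge and 100% = reference antagonist with challenge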
Target sequence (P49146 whole entry, looked up): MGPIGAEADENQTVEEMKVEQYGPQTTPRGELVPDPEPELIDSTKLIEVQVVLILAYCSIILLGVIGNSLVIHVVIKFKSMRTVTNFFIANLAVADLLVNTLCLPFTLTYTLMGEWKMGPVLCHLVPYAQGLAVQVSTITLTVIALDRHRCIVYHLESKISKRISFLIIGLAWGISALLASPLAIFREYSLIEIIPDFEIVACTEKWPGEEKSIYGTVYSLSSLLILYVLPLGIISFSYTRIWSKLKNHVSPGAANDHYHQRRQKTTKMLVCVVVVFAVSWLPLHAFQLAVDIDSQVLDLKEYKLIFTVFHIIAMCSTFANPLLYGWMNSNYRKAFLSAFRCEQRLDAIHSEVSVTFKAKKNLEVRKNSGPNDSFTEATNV
E-sel TNF inh: TNF alpha driven E-selectin expression inhibition. HUVEC TNFa-induced E-selectin immunofluorescence, high content. inhibition, % at 2 µM. 0.71% of 120,000 active;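 active means inhibition above the batch mean plus 3 SD, and confirmed as a hit on visual image review, cut at about 43% in these data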;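 further: 0% = TNF-stimulated DMSO wells and 100% = unstimulated control wells; not every result past the cut was called active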
MRP1 act: activates MRP-1. AID 799. H69AR cells + doxorubicin, viability rescue, CellTiter-Glo. viability increase, % at 10 µM. 0.61% of 140,000 active;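 active means viability gain under doxorubicin at or above a set limit, the compound median plus 3 SD, cut at about 4.7% in these data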;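 further: MRP-1 overexpressing cells given doxorubicin 25 µM after compound pretreatment; 18-22 h compound pretreatment then 72 h with doxorubicin before readout; 0% = doxorubicin-only wells and 100% = vehicle-treated cells without doxorubicin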
Phagocyt inh: macrophage phagocytosis inhibition | inhibition, % at 5 µM | 0.07% of 110,000 active | J774A.1 macrophage IgG-bead phagocytosis, imaging | AID 1029;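 active means inhibition above the mean of the plate negative controls plus 5 SD, cut at about 13% in these data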;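 further: phagocytic index as fraction of beads internalized from green versus red external bead signal; plate controls were DMSO negative control for no effect and cytochalasin-D positive control for full effect; some results beyond the cut were filed as inactive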
BB579 growth dn: reduces growth of yeast BB579 in restrictive medium; S. cerevisiae BB579 growth, OD615, 48 h; inhibition, % at 10 µM; 0.51% of 140,000 active;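 active means inhibition above a set limit, 3 SD over the mean compound inhibition, cut at about 44% in these data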; further: inactives centre near -24
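Test system: Saccharomyces cerevisiae DeaD strain BB579, replicative lifespan model yeast | Buffer or medium: Restrictive CSMM-D medium | Doses: One dose, 10 µM compound with 0.25% DMSO | Incubation: 48 h exposure, 30 °C | Detection: Culture absorbance at 615 nm | Control set: Amphotericin B at 10 µg/mL as positive control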
bCat KO growth: beta-catenin-lacking colon tumor cell growth suppression; viability, % at 10 µM; HCT116 beta-catenin knockout viability, CellTiter-Glo, 60 h; stronger effect = lower value; 1.5% of 140,000 active; AID 818;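 active means viability at or under a set limit, the compound median less 4 SD, cut at about 6% in these data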;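 further: 0% = Hyamine 1622 control at 20 µM and 100% = untreated cell control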
Measles CPE: protection of cells from measles virus; 1.5% of 140,000 active; protection (pct of control), % at 4 µM; Measles virus-infected cells, CPE protection, absorbance; in the data active means protection mostly above about 24%, no sharp cut-off; inactive means mostly below about 26%; further: some compounds called inactive have numbers as strong as hits
GALR2 antag: GALR2 (human) receptor antagonism; GALR2-expressing cells, antagonist mode; inhibition, % at 4 µM; 0.39% of 140,000 active; AID 828; in the data active means inhibition above about 27%;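 further: cells stimulated with galanin 1-16 at roughly its EC80; 0% = agonist challenge control and 100% = basal control without agonist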
Target sequence (O43603 whole entry, looked up): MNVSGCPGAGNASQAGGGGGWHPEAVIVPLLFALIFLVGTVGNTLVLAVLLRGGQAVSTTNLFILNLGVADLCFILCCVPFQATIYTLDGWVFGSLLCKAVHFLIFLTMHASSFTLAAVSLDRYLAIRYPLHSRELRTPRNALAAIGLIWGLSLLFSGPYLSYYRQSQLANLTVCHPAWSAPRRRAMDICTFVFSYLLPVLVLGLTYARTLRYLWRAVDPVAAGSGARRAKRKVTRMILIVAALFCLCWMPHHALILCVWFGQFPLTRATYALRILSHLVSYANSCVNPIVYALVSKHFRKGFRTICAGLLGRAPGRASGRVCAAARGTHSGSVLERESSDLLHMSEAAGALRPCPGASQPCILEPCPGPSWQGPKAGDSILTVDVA
Yeast lifespan up: yeast lifespan extension; S. cerevisiae growth with nicotinamide, OD615; deaD strain in restrictive glucose medium; inhibition of the nicotinamide effect, % at 10 µM; 0.68% of 130,000 active;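 active means inhibition above a set limit, placed 3 SD over the median of all compounds, cut at about 26% in these data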;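 further: 0% = nicotinamide-treated wells and 100% = cells grown without nicotinamide; some compounds called inactive have numbers as strong as hits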
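Measured by: optical density (absorbance) at 615 nm; System: modified budding yeast, DeaD strain; Medium: restrictive CSMM-D dextrose medium; Timing: 4 h preincubation then 48 h treatment at 30 °C.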
PTEN del growth: PTEN-deleted cell growth suppression | HCT116 PTEN-null viability, CellTiter-Glo, 60 h; stronger effect = lower value | viability, % at 10 µM | 1.2% of 140,000 active;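 active means viability at or below a set limit, 4 SD under the median of all tested compounds, cut at about 3.7% in these data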;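 further: PTEN knockout HCT116 line with beta catenin targeted HCT116 as companion control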
The depositor's hits bear a star; nt = not tested or not shown. Rows were taken by chance. Share with any hit: about 6.1%.

SMILES | NPY Y2 blocker | E-sel TNF inh | MRP1 act | Phagocyt inh | BB579 growth dn | bCat KO growth | Measles CPE | GALR2 antag | Yeast lifespan up | PTEN del growth
CCC(C)[C@H](NC(=O)NC(C)C)C(=O)O (some centres undefined) | 1 | -3 | -1.4 | -3 | -59 | 99 | 8 | 9 | 2 | 94
COc1cc(/C=N/n2cnnc2)ccc1OCCOc1ccccc1 | 1 | nt | -1.6 | 1 | -18 | 102 | 6 | 4 | -5 | 104
OCCCCCN=c1cc(-c2ccccc2)oc2ccc(Cl)cc12 | 1 | 21 | -2.6 | nt | 2 | 11 | 1 | 10 | -19 | 9
COc1ccc(C(=O)Nc2nc(N3C(=O)c4ccccc4C3=O)n(-c3ccccc3)n2)cc1 | 1 | -4 | 0.7 | nt | -28 | 87 | 9 | -11 | -12 | 84
Cn1c(=NC(=O)CSCC(=O)N2CCCCC2)sc2ccccc21 | 7 | -3 | 0.8 | -1 | -15 | 99 | 7 | -5 | -3 | 101
COc1ccc(/C=N/NC(=O)c2[nH]ncc2Br)c(OC)c1 | 1 | -45 | 0.7 | 0 | -34 | 96 | 22 | 14 | -3 | 96
Cc1ccccc1-c1nc(CS(=O)CC(=O)NCc2ccccc2)c(C)o1 (centres undefined) | 6 | nt | -0.6 | 0 | -31 | 92 | 10 | 5 | -1 | 99
O=C1NC2(CCCCCC2)Cc2ccccc21 | 1 | 59 | -0.5 | 0 | -38 | 94 | 12 | -1 | -8 | 90
Cn1nc(C(=O)NC2CCCCCC2)ccc1=O | 2 | -6 | -2.3 | 5 | -16 | 87 | 2 | -5 | -1 | 92
O=C(O)c1ccc(NCc2cccc(Br)c2)cc1 | 2 | 12 | -0.4 | -2 | 0 | 100 | 4 | 6 | 1 | 101
CCOc1ccc(N(C(C)C(=O)NC(C)CC)S(C)(=O)=O)cc1 (centres undefined) | 2 | -6 | -2.2 | 1 | -6 | 91 | 3 | 2 | -17 | 95
Cc1cc(Br)c(NC(=O)CCl)c(Br)c1 | 2 | nt | -5.1 | -5 | 8 | 66 | 26 | 4 | 1 | 69
CC(=O)c1cc(C#N)c(SCc2ccccc2C#N)nc1C | 5 | -25 | -3.3 | nt | -11 | 93 | 8 | -1 | nt | 88
Cc1ccc(S(=O)(=O)C2CS(=O)(=O)CC2O)cc1 (centres undefined) | -2 | 17 | -2.4 | 1 | -22 | 94 | 4 | -2 | 1 | 95
Cc1ccc2nc(NC(=O)C3CCN(S(=O)(=O)c4cccs4)CC3)sc2c1 | 0 | 9 | -2.3 | 3 | -49 | 16 | 1 | 4 | -14 | 21
Fc1cccc(COc2ccccc2CNc2ccccc2)c1 | 5 | nt | 1.2 | -7 | -20 | 73 | 15 | -2 | -5 | 88
O=c1c(Cc2ccc(F)cc2)c(O)ccn1C1CC1 | 1 | -3 | -0.1 | 3 | -60 | 98 | 4 | -4 | -7 | 112
Cc1ccc(SCC(=O)NCCN2C(=O)CSC2=O)cc1C | 2 | -20 | -2.5 | 0 | -42 | 102 | 3 | -6 | -15 | 101
CC(=O)Nc1cc2c(cc1NC(=O)Cn1nc(-c3ccc4c(c3)OCCO4)ccc1=O)OCCO2 | -3 | -8 | -1.7 | -1 | -34 | 92 | 4 | -12 | -11 | 89
CCN(CC)C(C(=O)Nc1ccc2c(c1)OCO2)c1ccccc1 (centres undefined) | 1 | 15 | -1.8 | -3 | -29 | 91 | 5 | -11 | 4 | 93
Cc1oc(-c2ccc(Cl)cc2)cc1-c1nn2c(-c3ccoc3C)nnc2s1 | 2 | -18 | 0.0 | 4 | -69 | 100 | 4 | 4 | -6 | 104
CC(=O)N1CC=CC1(C)C(=O)NCc1cc(F)cc(C(F)(F)F)c1 (centres undefined) | 2 | nt | -1.9 | nt | 4 | 91 | 2 | 7 | 3 | 102
CCCn1cc(NC(=O)C2CC(c3cccc(Br)c3)=NO2)cn1 (centres undefined) | 4 | 19 | 0.4 | 1 | -31 | 90 | 19 | 2 | -2 | 82
CCCC(=O)NC1=C(C#N)C2(CCCC2)Cc2ccccc21 | 2 | -3 | -1.2 | 2 | -92 | 91 | 2 | -24 | -10 | 92
O=C(Nc1cccc(F)c1)C1CCN(C(=O)c2ccc(Cl)cc2)CC1 | 2 | nt | -3.7 | -1 | -14 | 71 | 5 | -17 | -5 | 69
SMILES | NPY Y2 blocker | E-sel TNF inh | MRP1 act | Phagocyt inh | BB579 growth dn | bCat KO growth | Measles CPE | GALR2 antag | Yeast lifespan up | PTEN del growth
O=C(CSc1nnnn1Cc1ccccc1)Nc1ccc2c(c1)OCO2 | 2 | 11 | -0.3 | 1 | -34 | 98 | 2 | 5 | 0 | 91
Nc1c(-c2cccs2)cnn1-c1nc(-c2ccc(Cl)cc2Cl)cs1 | -1 | -3 | -1.6 | nt | -59 | 94 | 8 | -2 | -4 | 91
CCOC(=O)c1c(C)nc2ccc(C)cn12 | 0 | 7 | -3.0 | -2 | 14 | 93 | 8 | -2 | -13 | 94
CCOC(=O)C1=C(c2ccccc2)Nc2ncnn2C1c1ccc(OC)c(OC)c1OC (centres undefined) | 0 | 8 | -1.3 | nt | -20 | 99 | 10 | -10 | -1 | 105
CCn1c2ccccc2c2nnc(SCC(=O)N(C)C3CCS(=O)(=O)C3)nc21 (centres undefined) | 2 | nt | -1.4 | -3 | -10 | 94 | 5 | 8 | 2 | 94
COC(=O)c1c(NC(=O)c2ccccc2[N+](=O)[O-])sc2c1CC(C)(C)NC2(C)C | 11 | nt | -4.5 | nt | -12 | 75 | 3 | 11 | 3 | 77
CC(C)Cc1nnc(NC(=O)Cc2ccc([N+](=O)[O-])cc2)s1 | -1 | -13 | 0.1 | nt | -21 | 86 | 14 | -8 | 4 | 102
COC(=O)c1cc(=O)n(-c2ccc(F)cc2)c(=Nc2ccc(F)cc2)s1 | 0 | -20 | -4.7 | nt | -32 | 10 | 4 | 18 | 29* | 4
COCc1nnc(NC(=O)CC(c2ccccc2)c2ccccc2)s1 | 7 | -17 | -0.2 | nt | -50 | 84 | 25 | -11 | 0 | 85
CCCOc1nnnn1-c1ccccc1 | 0 | -4 | -3.9 | 1 | -56 | 81 | 10 | -4 | -20 | 88
COc1ccc2nc(N3C(=O)CC(C(C)c4ccccc4)C3=O)sc2c1 (centres undefined) | 6 | -12 | -0.9 | -11 | -21 | 95 | 20 | -9 | -1 | 101
CS(=O)(=O)N1CCN(c2ccccc2NC(=O)c2cccnc2)CC1 | 2 | -5 | -0.3 | 0 | -8 | 102 | 4 | -5 | -6 | 92
COc1ccc2oc(=O)c(C(=O)O)cc2c1 | 4 | 4 | -3.4 | 0 | -2 | 82 | 5 | -11 | -18 | 98
Cc1n[nH]c(=O)nc1NCc1ccc(Cl)cc1 | 3 | -27 | -2.0 | 0 | -28 | 109 | 36* | -9 | -11 | 101
Cc1c(C(=O)NCc2ccc3c(c2)OCO3)sc2nc(-c3ccc(F)cc3)cn12 | 6 | -18 | -0.7 | -2 | -10 | 96 | 9 | -11 | -1 | 99
O=C(Cn1nc(-c2ccccc2)ccc1=O)NCCN1CCN(Cc2ccccc2)CC1 | 4 | -13 | -2.3 | 0 | 11 | 92 | 7 | 2 | -2 | 87
Cc1ccc(C2CC(=O)NC(SCc3ccccc3)=C2C#N)cc1 (centres undefined) | 1 | 11 | -1.4 | nt | -39 | 95 | 21 | 10 | nt | 93
CC(Oc1ccc(Cl)cc1)C(=O)NCCN1C(=O)S/C(=C\c2cccnc2)C1=O (centres undefined) | 5 | 3 | -2.6 | nt | 1 | 76 | 21 | 19 | 7 | 73
CN(C)c1ccc(NC(=O)/C=C/c2ccccc2Cl)cc1 | 4 | nt | 2.1 | nt | -47 | 86 | 9 | 5 | -9 | 79
Cc1nn(-c2ccccc2)c(N)c1Sc1cccc([N+](=O)[O-])c1 | 3 | nt | -1.5 | 0 | -25 | 73 | 8 | 7 | -8 | 71
CSc1ccccc1C(=O)NC1CCCCCC1 | 4 | 5 | -4.2 | -3 | 1 | 101 | 4 | -4 | -19 | 91
O=C(CSc1ccccc1)Nc1ccc(-c2nc3ccccc3[nH]2)cc1 | 1 | -27 | -3.3 | -8 | -10 | 80 | 5 | -5 | 3 | 71
Cc1nc(NCCc2ccc(S(N)(=O)=O)cc2)c2c3c(sc2n1)CCC3 | 2 | -10 | -1.5 | nt | -87 | 84 | 15 | 20 | -12 | 86
CCOC(=O)Cc1csc(NC(=O)c2csc3c2CCCC3)n1 | 2 | -14 | -2.6 | -1 | -32 | 44 | 15 | 1 | -2 | 32
CCC(=O)Nc1c(C)n[nH]c1C | -1 | nt | -1.7 | nt | -4 | 90 | 4 | 0 | 5 | 94
SMILES | NPY Y2 blocker | E-sel TNF inh | MRP1 act | Phagocyt inh | BB579 growth dn | bCat KO growth | Measles CPE | GALR2 antag | Yeast lifespan up | PTEN del growth
C=CCOc1c(CNc2cccc(C(=O)O)c2)cccc1OC | 4 | -4 | -0.1 | 0 | -10 | 94 | 4 | 13 | 3 | 100
CCc1c(C)sc(NC(=O)C2CC2)c1C(=O)OC(C)C | 2 | nt | -1.4 | -8 | -22 | 90 | 8 | -5 | 2 | 90
CN(C)Cc1nc2c(c(=O)[nH]1)C1(CCCCC1)Cc1ccccc1-2 | 2 | nt | -2.7 | 0 | -11 | 40 | 2 | -5 | -23 | 60
CCOC1OC(=O)C(Cl)=C1Nc1ccc(C)cc1C (centres undefined) | 2 | 10 | -1.6 | -4 | -6 | 83 | 10 | 11 | -8 | 91
CCOc1cccc(C(=O)Nc2ccccc2N2CCN(C(=O)C(C)C)CC2)c1 | 21* | 14 | -4.7 | 0 | -49 | 68 | 5 | -2 | -7 | 68
Cc1cc(=O)oc(C)c1C(=O)n1nc(C)c2c1C[C@@H]1[C@H]2C1(C)C | 1 | -5 | -2.5 | 1 | -36 | 99 | 20 | 6 | -1 | 92
Cn1cnc([N+](=O)[O-])c1Sc1ncccc1N | -3 | -10 | -1.7 | 0 | -19 | 83 | 7 | -5 | -10 | 93
NC(=O)COc1ccc2c3c(c(=O)oc2c1)CCCCC3 | 1 | 1 | -0.3 | 1 | -17 | 91 | 4 | -21 | -11 | 101
Cc1c(C2CC(=O)N(c3ccccc3)C2=O)[nH]n(-c2ccccc2)c1=O (centres undefined) | 1 | 27 | 0.4 | 0 | -5 | 91 | 11 | -7 | -5 | 92
CN(C)/C=N/c1cnc(C(=O)c2ccc(Cl)cc2)n1C | 2 | -7 | 0.2 | 0 | -58 | 103 | 0 | -1 | -15 | 109
CC1=NS(=O)(=O)c2cc(Cl)ccc2N1 | 3 | nt | -1.5 | nt | -37 | 89 | 0 | 4 | 2 | 90
O=c1cc(NCc2ccco2)c2ccccc2o1 | 3 | 4 | -1.2 | nt | -17 | 87 | 4 | -22 | 5 | 101
O=C(c1ccc(COc2ccccc2[N+](=O)[O-])o1)N1CCCCCC1 | 0 | -21 | -1.0 | 2 | -61 | 102 | nt | 5 | -16 | 98
